SRC2 inh = inhibits human steroid receptor coactivator 2. Q15596. 0.17% of 370,000 active. inhibition, % at 9 µM. HEK293 GAL4-SRC2 luciferase reporter, luminescence. AID 651957;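 active = inhibition above the mean inhibition of all tested compounds plus 3 SD, set per campaign, cut at about 52% in these data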;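 note: 0% = DMSO treated cells and 100% = cells given Gossypol at 36 µM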
NR5A2 inv ag = NR5A2 inverse agonism in reporter assay. HEK293T StAR-luciferase reporter, LRH-1 transfected, 24 h. AID 602396. 0.13% of 360,000 active. inhibition, % at 3.6 µM. O00482;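 active = inhibition above the mean inhibition of all tested compounds plus 3 SD, cut at about 73% in these data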;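 note: 0% = DMSO wells and 100% = reporter-only cells lacking LRH-1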
SRC3 inh = human NCOA3 inhibition; Q9Y6Q9; 0.17% of 360,000 active; HEK293 GAL4-SRC3 luciferase reporter, luminescence; inhibition, % at 3.6 µM;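 active = inhibition above a per-campaign cutoff, the mean of all compounds plus 3 SD, cut at about 60% in these data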;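 note: 0% = DMSO-treated cells and 100% = gossypol-treated cells at 36 µM; higher means less SRC3-driven luciferase light from the GAL4 reporter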
EBV LMP1 NFkB = Epstein-Barr LMP1 NF-kappaB reporter inhibition | LMP1-induced NF-kappaB luciferase reporter cells, luminescence | 0.69% of 350,000 active | inhibition, % at 12.5 µM; in the data active = inhibition above about 41%;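 note: 0% = neutral control wells and 100% = reference inhibitor control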
MC4R ag barr = agonists of human melanocortin 4 receptor (MC4R) beta-arrestin; U2OS MC4R beta-arrestin complementation, luminescence; percent of melanotan II response, DMSO zero; activation, % at 8.9 µM; 0.98% of 360,000 active;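 active = activation above a per-plate cutoff, the mean activation of sample wells on that plate plus 3 SD, cut at about 8% in these data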
SRC1 inh = inhibits human SRC1 coactivator; Q15788; HEK293 GAL4-SRC1 luciferase reporter, luminescence; inhibition, % at 3.6 µM; 0.12% of 360,000 active;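 active = inhibition above the campaign mean plus 3 SD, with each screening campaign given its own cutoff, cut at about 60% in these data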;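 note: 0% = DMSO treated cells and 100% = gossypol at 36 µM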
TLR9-MyD88 inh = inhibitors of human TLR9-MyD88 binding | Q9NR96+Q99836 | CHO BLA complementation TLR9-MyD88, CCF4 FRET ratio | inhibition, % at 4.98 µM | 0.21% of 340,000 active | AID 504734;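 active = inhibition above the mean over all tested compounds plus 3 SD, cut at about 21% in these data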;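 note: 0% = DMSO only wells and 100% = clavulanate BLA inhibitor control wells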
ABHD5 PLIN5 PPI = ABHD5-PLIN5 protein interaction inhibition. Q00G26+Q8WTS1. Split G. princeps luciferase complementation, luminescence, 4 h. inhibition, % at 4 µM. 0.78% of 360,000 active. AID 602281;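 active = inhibition above the mean inhibition across every tested compound plus 3 SD, cut at about 22% in these data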;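 note: 0% = DMSO only wells and the 100% control is not disclosed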
Target sequence (Q00G26 whole entry, looked up): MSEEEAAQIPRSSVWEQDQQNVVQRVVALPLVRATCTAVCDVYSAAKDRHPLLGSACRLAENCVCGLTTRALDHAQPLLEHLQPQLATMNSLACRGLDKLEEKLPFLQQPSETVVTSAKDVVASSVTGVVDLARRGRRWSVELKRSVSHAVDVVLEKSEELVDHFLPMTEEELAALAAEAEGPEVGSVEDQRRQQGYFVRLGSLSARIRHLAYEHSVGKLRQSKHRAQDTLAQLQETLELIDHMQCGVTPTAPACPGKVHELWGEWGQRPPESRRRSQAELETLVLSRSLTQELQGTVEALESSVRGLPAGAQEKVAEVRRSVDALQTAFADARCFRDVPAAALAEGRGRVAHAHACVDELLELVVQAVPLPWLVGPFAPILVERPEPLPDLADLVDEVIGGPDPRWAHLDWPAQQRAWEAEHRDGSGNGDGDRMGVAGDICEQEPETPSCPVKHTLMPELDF
Target sequence (Q8WTS1 whole entry, looked up): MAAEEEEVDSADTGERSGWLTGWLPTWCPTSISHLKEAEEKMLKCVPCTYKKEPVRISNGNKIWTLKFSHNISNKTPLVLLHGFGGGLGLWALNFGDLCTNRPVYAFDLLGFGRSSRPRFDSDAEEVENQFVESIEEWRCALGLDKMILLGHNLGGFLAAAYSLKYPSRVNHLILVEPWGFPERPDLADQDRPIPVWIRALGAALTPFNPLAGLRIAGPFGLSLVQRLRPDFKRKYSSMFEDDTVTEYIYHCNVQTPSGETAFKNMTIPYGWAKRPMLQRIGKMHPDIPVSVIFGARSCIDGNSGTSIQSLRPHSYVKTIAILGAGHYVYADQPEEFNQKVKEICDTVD
COUP-TFII inh = NR2F2 (human) inhibition, primary screen; inhibition, % at 8.6 µM; 0.7% of 370,000 active; P24468; HEK293T NGFI-A luciferase reporter, luminescence;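 active = inhibition above a per-plate cutoff, mean inhibition of test wells between control levels plus 3 SD, cut at about 38% in these data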;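 note: cells cotransfected with COUP-TFII expression vector driving the NGFI-A reporter; 0% = median of COUP-TF2 test wells and 100% = reporter-only cells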
MC4R antagonist = human MC4R antagonism in cAMP assay. P32245. MC4R-expressing cells, MTII-stimulated cAMP, LANCE TR-FRET. inhibition, % at 6.5 µM. 0.48% of 360,000 active. AID 540295;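 active = inhibition above its plate's cutoff, the mean of tested wells on that plate plus 3 SD, cut at about 29% in these data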;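 note: 0% = Melanotan II alone and 100% = Melanotan II plus saturating MCL0020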
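System: U2OS-MC4R stable cell line; Technique: Eu-cAMP/anti-cAMP TR-FRET, emission 671 nm; Repeats: single well per compound; Also added: Melanotan II; Dosing: one concentration, 6.5 µM nominal; Schedule: 30-min compound, 1-h challenge, 1-h detection, room temperature.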
NOD2 RIPK2 PPI = inhibitors of human NOD2-RIPK2 interaction. O43353. CHO BLA complementation NOD2-RIPK2, CCF4 ratio. inhibition, % at 4.98 µM. 0.38% of 360,000 active. AID 624267; in the data active = inhibition above about 21%;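 note: 0% = vehicle only and 100% = reference blocker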
Starred values were filed as active, the others as inactive; x = no result given.

SMILES	SRC2 inh	NR5A2 inv ag	SRC3 inh	EBV LMP1 NFkB	MC4R ag barr	SRC1 inh	TLR9-MyD88 inh	ABHD5 PLIN5 PPI	COUP-TFII inh	MC4R antagonist	NOD2 RIPK2 PPI
Cc1nc(N2CCN(c3ccccn3)CC2)c2c(C)c(C(=O)Nc3ccccc3F)sc2n1	-1	-9	17	9	0.0	8	-11	-2	-5	4	-3
COc1cccc(COC(=O)CSCC(=O)Nc2cccc(C)c2)c1OC	-12	-18	-2	7	-0.5	-2	-4	4	7	14	6
CCOc1ccc(-n2c(SCC(=O)NC3CCS(=O)(=O)C3)nnc2-c2cccnc2)cc1 (configuration not stated)	-28	-9	0	-2	-1.3	-60	4	3	16	5	8
COc1cc(OC)cc(C(=O)OCC(=O)Nc2sccc2C(N)=O)c1	-20	0	-1	4	-2.3	-14	0	-5	-2	-8	1
CC(C)NC(=O)c1ccc2c(c1)N(CC(=O)N1CCCC1)C(=O)C(C)(C)O2	-1	8	14	1	2.3	-12	2	7	9	5	-9
COc1cccc(NC(=O)Nc2cc(C)ccc2F)c1	-26	-54	-25	-9	1.1	-23	-3	-3	-9	-1	-2
N#CC1=C(N)N2C(=C(C#N)C13CCN(Cc1ccccc1)CC3)Nc1ccccc12	-3	1	0	6	0.0	-5	4	1	11	-8	-5
O=C(OCC(=O)N1CCN(S(=O)(=O)c2ccc(Cl)cc2)CC1)C1CC1	-11	-9	-13	-9	0.9	-17	-2	6	-17	-1	3
COc1ccc(NS(=O)(=O)c2ccc(O)c(NC(=O)c3ccc(S(=O)(=O)N4CCCC4)cc3)c2)cc1	8	-3	-3	-8	-1.3	-5	8	6	-10	5	-3
O=c1[nH]cc(C(F)(F)F)cc1NS(=O)(=O)c1ccc([N+](=O)[O-])cc1	-7	-1	24	0	-0.8	-10	2	5	3	13	3
CCOC(=O)C1(Cc2ccc(OC)cc2)CCN(C(=O)c2ccc3[nH]ccc3c2)CC1	7	-14	4	6	0.9	-25	-2	-1	-2	6	11
Cc1nc2ccccc2c2oc(C(=O)NCCN3CCN(C)CC3)cc12	-58	8	-1	-2	0.1	1	-1	-1	1	5	9
O=C(O)C(Cc1c[nH]c2ccccc12)NS(=O)(=O)c1ccc(Cl)c(C(F)(F)F)c1 (configuration not stated)	-15	13	-2	8	-1.2	-4	2	-3	1	0	-5
CCOC(=O)CSc1nnc([C@@H](NC(=O)OC(C)(C)C)C(C)C)o1	-9	-2	6	-5	1.2	14	2	4	6	11	-3
Cc1ccccc1NC(=O)C1CCCN(C(=O)Nc2ccc(F)cc2)C1 (configuration not stated)	26	12	8	5	-0.5	-16	-12	1	8	3	3
S=c1nc(-c2ccccc2)[nH]n1-c1ccccc1	-10	-24	-5	1	-1.2	-23	-8	-6	30	5	6
C=C(C)C(=O)N1CC2(CC(c3cccc(NC(=O)/C=C\C)c3)=NO2)C[C@H]1C(N)=O (some centres not stated)	-12	-4	-14	7	-1.7	-3	-3	4	-5	4	1
CC(=O)NC1=C(N(C)C2CCS(=O)(=O)C2)C(=O)c2ccccc2C1=O (configuration not stated)	-15	19	2	12	-3.4	-30	-1	-2	8	-5	2
CC(=O)N1CCCN(C(=O)c2ccc3nc(Cc4ccccc4F)oc3c2)CC1	-9	-12	-1	-4	-1.3	-25	0	-4	-30	6	3
O=C(OCn1nnc2ccccc2c1=O)c1cc2ccccc2o1	-4	10	-7	-5	0.1	-19	8	0	-8	-18	-2
CCCCNC(=O)OCC(CC)NC(=O)OCC(C)C (configuration not stated)	-6	3	12	-18	-0.2	-23	0	-5	5	1	-5
O=C(c1ccccc1)C1CCN(CC(=O)N2CCN(c3ccccc3)CC2)CC1	6	3	5	2	-2.5	-14	6	-3	-12	0	-2
OC(c1ccccc1)(c1nc(-c2ccccc2)cs1)C(F)(F)F (configuration not stated)	-21	-24	12	x	1.7	-4	x	0	-6	15	1
FC(F)(F)c1nc(NCc2cccnc2)c2ccccc2n1	-3	-2	2	3	-0.3	1	-13	6	31	-1	-6
CC1(C)NC(=O)N(CCOc2cccc(Oc3ccccc3)c2)C1=O	-10	-4	-15	0	-2.8	-3	-11	-4	-3	15	10
CCOC(=O)C(=O)Cc1cccnn1	3	0	8	-1	-0.3	-2	-5	6	-6	-2	-9
Cc1ccc(SCC(=O)OCC(=O)NCCc2ccc(S(N)(=O)=O)cc2)c(C)c1	-5	-25	-10	3	-1.7	6	-5	8	6	1	3
CC(=O)Nc1ccc(C(O)(C(F)(F)F)C(F)(F)F)cc1	4	3	9	-3	1.7	-1	-4	2	19	4	-5
Cc1cc(C)nc(NS(=O)(=O)c2ccccc2)n1	6	10	15	-8	-1.8	3	2	3	-6	0	-12
CC(C)n1c(SCC(=O)Nc2ccccc2)nc2c1c(=O)n(C)c(=O)n2C	-18	-1	10	9	0.5	-16	-15	-4	-6	-18	-3
Cn1c(=O)c2sccc2n2c(CCCC(=O)NCc3ccc(F)cc3)nnc12	-4	-38	-4	2	-1.3	12	-7	-6	7	3	-3
CC(C)N(C(=O)[C@H]1C[C@H](CC(=O)NCCC2=CCCCC2)C(=O)N2CCc3c([nH]c4ccc(Cl)cc34)[C@]12C)C(C)C	13	1	8	-13	2.3	18	1	3	3	4	0
COc1ccc(C(=O)NCCS(=O)(=O)NCc2ccccc2)cc1	-7	-31	-2	-4	-2.3	10	-10	-3	10	0	-8
Cc1c(C(=O)N/N=C/c2ccc(Cl)cc2)[nH]c2ccc(Cl)cc12	22	25	-3	-5	4.4	-3	9	4	-31	-23	-4
Cc1noc(C)c1S(=O)(=O)N1CCCC1C(=O)NC(C)(C)C (configuration not stated)	-14	13	-13	-11	-2.9	5	-3	-7	15	3	-8
O=C(CSc1nc2c(c(C(F)(F)F)n1)CCc1ccccc1-2)NCc1ccco1	4	10	6	-8	-0.9	9	3	-1	-9	10	-2
COc1ccc(C(C)(C)C)cc1NC(=O)CCc1c(C)noc1C	-7	-1	-8	2	-0.2	-25	-5	-1	-2	6	-4
O=C(Nc1ccc(-c2cscn2)cc1)C1CCCN(Cc2ccccc2)C1 (configuration not stated)	-16	-4	14	-18	-0.3	-10	0	2	-18	-5	1
COc1cccc(NC(=O)Cc2nc(-c3ccccc3)sc2-c2ccc(C)cc2)c1	-6	-3	-1	12	-0.1	-11	-8	-3	-3	10	-4
O=C(Nc1cccnc1)C12CC3CC(CC(C3)C1)C2	4	-18	7	5	0.1	3	-6	2	-4	12	-5
CCn1c(=N)c(S(=O)(=O)c2ccccc2)cc2c(=O)n3ccccc3nc21	-33	4	3	1	-1.6	-29	-5	-3	-12	-4	0
CCOc1nc(-c2ccc(Cl)cc2)nc2ccccc12	-28	-7	15	-9	-0.7	-21	6	0	0	-2	-1
Cc1ccc(C(=O)NC(C)c2ccc(-n3ccnc3)cc2)o1 (configuration not stated)	8	4	23	-5	-3.8	2	-4	5	4	1	-8
CCOC(=O)CNc1c(-c2ccc(O)cc2)nc2ccc(Cl)cn12	-20	-60	-31	-1	-3.8	-37	9	0	-21	-1	1
O=C(Nc1sc2c(c1C(=O)c1ccc(Cl)cc1)CCCC2)c1cccnc1	-26	0	4	2	-1.0	-4	6	2	5	6	-7
O=C(CSc1nnc(COc2cccc3cccnc23)o1)N1CCCC1	3	-15	-22	-2	-2.9	10	3	0	4	7	-6
CCCN(C)C[C@@H]1OCCCC[C@@H](C)Oc2ccc(NC(=O)c3ccccc3)cc2C(=O)N([C@H](C)CO)C[C@@H]1C	-10	3	-11	x	x	3	x	5	5	x	0
COC(=O)CSc1nc2sccc2c(=O)n1-c1ccccc1	-41	28	6	-3	-1.2	-26	-2	4	1	13	-1

Part of the list above in a different format.
Fields – SRC2 inh	NR5A2 inv ag	SRC3 inh	EBV LMP1 NFkB	MC4R ag barr	SRC1 inh	TLR9-MyD88 inh	ABHD5 PLIN5 PPI	COUP-TFII inh	MC4R antagonist	NOD2 RIPK2 PPI
- CCOc1nc(-c2ccc(Cl)cc2)nc2ccccc12
    -28	-7	15	-9	-0.7	-21	6	0	0	-2	-1
- COc1ccc(C(C)(C)C)cc1NC(=O)CCc1c(C)noc1C
    -7	-1	-8	2	-0.2	-25	-5	-1	-2	6	-4
- COC(=O)CSc1nc2sccc2c(=O)n1-c1ccccc1
    -41	28	6	-3	-1.2	-26	-2	4	1	13	-1
- O=C(Nc1cccnc1)C12CC3CC(CC(C3)C1)C2
    4	-18	7	5	0.1	3	-6	2	-4	12	-5

Only NOD2 RIPK2 PPI and NR5A2 inv ag (2 entries from above):
| SMILES | NOD2 RIPK2 PPI | NR5A2 inv ag |
| --- | --- | --- |
| CCOc1nc(-c2ccc(Cl)cc2)nc2ccccc12 | -1 | -7 |
| Cc1ccc(C(=O)NC(C)c2ccc(-n3ccnc3)cc2)o1 (configuration not stated) | -8 | 4 |

New compounds follow:
SMILES	SRC2 inh	NR5A2 inv ag	SRC3 inh	EBV LMP1 NFkB	MC4R ag barr	SRC1 inh	TLR9-MyD88 inh	ABHD5 PLIN5 PPI	COUP-TFII inh	MC4R antagonist	NOD2 RIPK2 PPI
Cc1ccc(C(=O)COC(=O)CCCC(=O)Nc2cc(C(F)(F)F)ccc2Cl)cc1C	-17	-11	11	-9	-1.7	14	7	-6	3	-1	-6
Cc1nn(-c2ccccc2)c(Cl)c1C(=O)Nc1ccc(N2CCOCC2)cc1	-14	5	-2	2	-3.0	-5	-4	-6	-13	4	0
CCC(=O)OC1(C)C(=O)C=C2C=C(CCCC(=O)OC)OC=C2C1=O (configuration not stated)	0	-2	-9	2	-0.4	3	-4	1	-6	3	-9
Clc1ccc(-c2nnnn2-c2ccc(Cl)cc2)cc1	14	-11	9	5	2.5	0	x	2	20	9	-7

Source: PubChem

A portion of the library; count on the stated rates, not on these rows.
